hgDAF-12 ag: hgDAF-12 agonism, primary luciferase screen | activation, % at 6.8 µM | AID 687014 | HEK293 GAL4-hgDAF12 UAS-luciferase reporter, agonist luminescence; normalized to butyrate control | 370,000 compounds, 1.8% hits;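 active = activation above a cutoff set at the mean of all screened compounds plus 3 SD, cut at about 10% in these data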;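 also: 0% = DMSO wells and 100% = sodium butyrate wells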
Rev-erbA mod: modulators of human Rev-erb alpha DNA binding | 370,000 compounds, 0.79% hits | Rev-erbα–FITC-DNA binding, fluorescence polarization, 90 min | activity, % at 10 µM | P20393 | AID 1259318;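 active = activity above about 14%, limit read from the data; passing the limit was not always enough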;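 also: 0% = DMSO wells with 35 nM protein and 100% = DMSO wells with 750 nM protein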
DAX1 inh-1: NR0B1 (DAX1) inhibition. P51843. HEK293 Gal4-DAX1 luciferase reporter, luminescence. inhibition, % at 6.75 µM. 340,000 compounds, 0.99% hits. AID 504766;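 active = inhibition above the mean over all tested compounds plus 3 SD, cut at about 4.2% in these data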;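 also: 0% = DAX1-transfected cells with DMSO and 100% = empty-vector control cells with DMSO; inhibition shows as a rise in luminescence from relieved DAX1 repression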
sPLA2-III inh: Blocks human group III sPLA2 activity; QFRET BODIPY PC-A2 liposome hydrolysis, fluorescence; inhibition, % at 12.2 µM; 370,000 compounds, 0.56% hits;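 active = inhibition above mean plus 3 SD of compounds lying within the high and low control bounds, cut at about 19% in these data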;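 also: 0% = median of test compound wells and 100% = no enzyme DMSO wells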
ssDAF-12 act: activates DAF-12 receptor from parasite S. stercoralis; HEK293 ssDAF-12/GRIP1 lit1-tk-luc reporter, luminescence; % of 3 µM dafachronic acid response; activation, % at 6.8 µM; 370,000 compounds, 1% hits; AID 652126;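 active = activation above the mean over all tested compounds plus 3 SD, cut at about 0.9% in these data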;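 also: 0% = DMSO-only wells and 100% = 3 µM delta7-dafachronic acid wells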
SMARCA2 act: SMARCA2 function activation, primary screen; MG213 cells, MMTV-luciferase reporter, dexamethasone, overnight; activation, % at 9.1 µM; 370,000 compounds, 1% hits; AID 652017; in the data active = activation above about 7.8%;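 also: 0% = vehicle wells and 100% = reference activator wells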
PG9 Ab binder: small molecules binding HIV-1 gp120 antibody PG9 | TR-FRET gp120-PG9 antibody binding | inhibition, % at 6.7 µM | 360,000 compounds, 0.43% hits | AID 624416; in the data active = inhibition above about 8.5%
hcDAF-12 act: H. contortus DAF-12 activation, primary screen | 370,000 compounds, 1.4% hits | HEK293 hcDAF-12 lit1-tk-luc reporter, luminescence; 0% DMSO, 100% Δ7-dafachronic acid | activation, % at 6.8 µM;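 active = activation above the mean of all tested compounds plus 3 SD, cut at about 5.5% in these data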;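 also: 100% = response to 3 µM Δ7-dafachronic acid high control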
GAA850 FXN act: increases GAA850 frataxin promoter reporter activity; HEK293 lucGAA850 FXN promoter luciferase reporter, 24 h; percent of 10 µM SAHA response; activation, % at 6 µM; 360,000 compounds, 0.56% hits; AID 540364;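 active = activation above the average of all compounds screened plus 3 SD, cutoff fixed separately per campaign, cut at about 7.5% in these data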;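 also: 0% = DMSO wells and 100% = 10 µM SAHA wells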
DAX1 inh-2: DAX1 (NR0B1) inhibition, primary screen. 370,000 compounds, 1.1% hits. AID 652010. inhibition, % at 6.8 µM. HEK293T StAR-luciferase reporter, SF-1/DAX-1 repression relief;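 active = inhibition above the mean over all tested compounds plus 3 SD, cut at about 3.6% in these data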;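 also: 0% = DAX-1 cells with DMSO and 100% = cells lacking DAX-1 with DMSO; higher inhibition means more luminescence from relief of DAX-1 repression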
PLC-beta3 inh: blocks human PLC-beta3 enzyme activity. 370,000 compounds, 0.18% hits. Purified PLC-beta3, fluorogenic substrate, fluorescence. inhibition, % at 12.2 µM; in the data active = inhibition above about 11%;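 also: 0% = median of compound wells on plate and 100% = full blocker control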
Target sequence (Q01970 whole entry, looked up): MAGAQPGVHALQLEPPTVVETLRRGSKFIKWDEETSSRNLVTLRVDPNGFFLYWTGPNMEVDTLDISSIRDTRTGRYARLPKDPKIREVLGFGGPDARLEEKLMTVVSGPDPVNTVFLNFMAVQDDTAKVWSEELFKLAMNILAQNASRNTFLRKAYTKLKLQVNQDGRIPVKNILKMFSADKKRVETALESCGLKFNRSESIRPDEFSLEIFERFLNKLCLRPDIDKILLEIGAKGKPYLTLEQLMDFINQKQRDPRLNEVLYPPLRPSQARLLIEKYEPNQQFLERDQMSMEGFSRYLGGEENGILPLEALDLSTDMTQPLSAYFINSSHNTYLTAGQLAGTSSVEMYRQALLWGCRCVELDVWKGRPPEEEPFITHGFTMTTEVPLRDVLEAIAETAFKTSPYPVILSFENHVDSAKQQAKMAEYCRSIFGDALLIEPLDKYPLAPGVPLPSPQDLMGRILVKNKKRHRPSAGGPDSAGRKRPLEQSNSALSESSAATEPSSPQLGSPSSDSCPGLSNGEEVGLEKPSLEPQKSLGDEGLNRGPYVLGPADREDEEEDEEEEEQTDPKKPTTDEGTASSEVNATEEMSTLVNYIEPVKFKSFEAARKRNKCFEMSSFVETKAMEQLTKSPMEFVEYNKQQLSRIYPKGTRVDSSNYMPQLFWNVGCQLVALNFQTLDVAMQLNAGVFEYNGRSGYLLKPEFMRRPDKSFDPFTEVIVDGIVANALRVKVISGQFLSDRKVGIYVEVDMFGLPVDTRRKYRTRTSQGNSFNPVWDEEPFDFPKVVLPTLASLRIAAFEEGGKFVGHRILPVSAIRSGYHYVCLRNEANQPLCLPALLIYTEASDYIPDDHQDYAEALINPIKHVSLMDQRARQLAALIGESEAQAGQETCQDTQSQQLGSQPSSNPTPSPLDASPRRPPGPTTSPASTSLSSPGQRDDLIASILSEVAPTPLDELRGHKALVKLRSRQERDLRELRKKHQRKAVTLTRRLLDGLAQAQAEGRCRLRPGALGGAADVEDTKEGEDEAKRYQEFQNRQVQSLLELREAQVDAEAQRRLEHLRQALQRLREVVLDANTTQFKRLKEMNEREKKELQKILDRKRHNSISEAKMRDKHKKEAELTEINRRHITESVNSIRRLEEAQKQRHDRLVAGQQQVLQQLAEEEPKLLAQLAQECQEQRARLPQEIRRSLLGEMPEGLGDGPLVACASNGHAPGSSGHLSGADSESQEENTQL
The depositor's hits bear a star; . = no result given.

compound	hgDAF-12 ag	Rev-erbA mod	DAX1 inh-1	sPLA2-III inh	ssDAF-12 act	SMARCA2 act	PG9 Ab binder	hcDAF-12 act	GAA850 FXN act	DAX1 inh-2	PLC-beta3 inh
COC(=O)c1c(S(=O)(=O)NCc2ccccc2)sc(C(=O)O)c1C	-2.5	1.5	-0.1	-0.7	-1.3	-2.6	2.1	-0.8	1.6	0.0	-3.2
CCn1cc(C(=O)NCC(OC)OC)c(=O)c2cc(S(=O)(=O)N3CCOCC3)ccc21	-2.2	-2.8	0.8	6.3	-1.1	0.1	-0.1	-1.4	1.9	-0.2	-1.5
CCOc1ccccc1NC(=O)Cn1ncc2ccc([N+](=O)[O-])cc21	-1.3	5.9	-0.6	-1.4	-0.6	-3.2	-0.6	-0.2	1.6	-0.1	-3.7
Cc1ccc(C(C(=O)NCc2ccccc2)N(C(=O)c2ccccn2)c2ccccc2)o1 (stereo unspecified)	-3.5	-0.2	0.5	1.7	-0.9	-3.3	-1.1	-1.0	-1.8	-0.4	1.0
Cc1ccc(S(=O)(=O)N2C[C@@H](C)[C@]3(C2)[C@H](O)[C@H](OC(=O)NC2CCCC2)C[C@H]2C(=O)N(c4ccccc4)C(=O)[C@H]23)cc1	-5.4	-3.4	0.4	-30.6	-1.1	2.2	1.1	-0.8	-8.2	-0.7	1.5
CC(=O)N1CC2(c3ccccc3)CN(C(C)=O)CC(c3ccccc3)(C1)C2=O	0.0	-5.0	-0.9	2.2	-0.9	-1.2	-0.2	0.4	-1.3	-0.3	-2.3
CNC(=O)COC(=O)c1nc(-n2nc(C)cc2C)ccc1Cl	0.4	4.8	-0.1	-3.2	-0.9	3.2	-1.1	-1.7	0.8	0.3	2.4
COc1ccc(OC)c(N(CC(=O)NCc2cccnc2)S(C)(=O)=O)c1	-1.8	-3.1	0.7	-1.5	-1.2	-0.9	0.6	1.1	-2.5	-0.1	1.1
CCOC(=O)c1cc(-c2ccc(OC)cc2F)nc2c1c(C)nn2CCC#N	4.5	5.7	-0.3	-2.9	-1.7	0.8	-2.4	-1.7	-0.1	-0.7	-285.7
COc1ccc(C(CNC(=O)c2sccc2C)N2CCOCC2)cc1 (stereo unspecified)	3.9	-4.8	1.1	-1.6	0.0	2.6	-3.4	4.2	0.0	2.1	-4.3
COc1ccc(S(=O)(=O)NCCCc2ccccc2)cc1	0.6	11.1	3.0	-0.7	-1.4	-4.8	1.1	0.6	1.7	0.4	2.1
CCOc1ccccc1C(=O)N1CCC(n2nnc3cc(C)ccc32)CC1	-4.3	-3.0	-1.8	2.6	-1.5	-0.6	-0.7	-1.7	1.2	-0.7	1.4
Cc1ccccc1NC(=O)COC(=O)c1ccc(S(C)(=O)=O)c([N+](=O)[O-])c1	-2.3	-3.7	-1.0	0.4	-1.6	16.1*	-2.6	-2.0	4.0	-0.1	3.0
COCC(=O)N(C)c1nnc(-c2ccc([N+](=O)[O-])cc2)s1	3.0	1.9	0.5	9.3	-1.6	-0.5	-0.5	1.6	1.7	0.5	-2.1
Cc1cc(/C=C2\NC(=S)N(C)C2=O)ccc1N1CCCC1	9.8	15.1	1.0	7.0	-0.9	-0.9	-11.5	1.8	7.6*	0.8	-39.9
CC(Oc1cccc(Cl)c1)C(=O)NCc1ccc(S(N)(=O)=O)cc1 (stereo unspecified)	-2.6	3.2	-0.2	-6.7	-0.8	-1.5	0.9	-1.9	-0.8	0.1	3.4
Cc1ccc(CCN2CC(C(=O)NCCCN3CCOCC3)CC2=O)cc1 (stereo unspecified)	0.2	-0.2	-0.3	-2.2	-0.8	1.5	-0.2	-0.6	-1.3	-0.4	2.0
CC1CCN(S(=O)(=O)c2nnc(NC(=O)COc3ccccc3)s2)CC1	0.2	-2.8	1.5	6.9	-1.3	-5.0	-0.7	3.2	-0.3	0.4	-0.7
CCOC(=O)c1ccccc1NC(=O)COC(=O)c1ccc(OCC(=O)N2CCOCC2)c(OCC)c1	1.3	2.3	0.5	4.6	-1.2	-0.4	1.8	-0.2	-1.6	0.6	-3.0
COC(=O)C1=C(C)N(CC2CC2)C(=O)N[C@H]1c1ccccc1	2.6	-2.6	0.2	0.6	-1.0	1.5	1.0	-1.4	1.1	1.1	-0.5
O=C(NNS(=O)(=O)c1ccc(F)cc1)c1sccc1-n1cccc1	-5.8	3.1	1.2	-8.5	-1.5	-2.1	0.6	-1.0	1.7	0.1	0.3
O=C(c1ccc(Cl)c(S(=O)(=O)N2CCCCC2)c1)N1CCN(c2ccccc2)CC1	-4.7	3.1	-1.7	7.6	-1.8	-3.5	0.2	-3.2	-0.6	-7.1	-13.7
CC1CCN(c2c(NCC3CCC(C(=O)NCCc4ccc(Cl)cc4)CC3)c(=O)c2=O)CC1 (stereo unspecified)	-1.6	0.4	-2.7	-11.8	-2.2	-2.2	0.7	-1.4	-1.2	-0.6	-3.5
COc1ccc(S(=O)(=O)N2c3ccccc3OCC2C)cc1 (stereo unspecified)	-3.6	-1.7	.	-3.0	-0.7	-2.2	-3.2	-0.6	-0.4	-1.7	1.8
COc1ccc(-c2[nH]c(-c3ccccc3)nc2SCC(=O)NCc2ccco2)cc1OC	-0.8	-9.5	-0.4	-3.7	-1.1	2.5	-2.1	-1.4	-3.2	-1.9	-10.5
CCc1nc2c(OCc3ccccc3C)cccn2c1N(C)C(=O)c1ccco1	-3.0	-2.3	.	1.5	-0.8	-1.8	1.1	0.3	-1.6	1.5	-3.5
COC(=O)c1cccc(NC(=O)c2ccc(S(=O)(=O)N(C)c3ccccc3OC)cc2)c1	-2.3	-0.5	0.4	-28.2	-2.1	-2.2	-0.8	-3.2	-2.1	-1.9	4.7
Cc1c(C(=O)N(C)Cc2ccc(F)cc2)sc(=O)n1Cc1ccccc1C#N	-1.1	-1.4	.	1.9	-1.4	-2.1	-0.1	0.9	1.3	0.0	0.2
COCCNC(=O)c1c(N)n(/N=C/c2ccc(F)cc2)c2nc3ccccc3nc12	0.7	19.2	.	-0.4	-1.5	0.5	-2.6	-0.1	-1.4	-0.5	-16.5
CCOP(=O)(C1=C(O)C(=O)C(C(C)(C)C)=CC1=O)c1ccccc1 (stereo unspecified)	1.3	1.6	-0.5	-1.6	-0.7	-2.3	0.1	1.6	1.9	0.1	-6.7
COc1ccc2nc(NC(=O)C3CCN(S(=O)(=O)c4cnc[nH]4)CC3)sc2c1	-0.6	-1.1	0.8	-29.1	-1.3	-1.0	1.1	-2.0	-0.7	-0.9	-2.7
CCCC(C(=O)NC1CCCC1)N(CCCN1CCOCC1)C(=O)c1snc(C(N)=O)c1N (stereo unspecified)	2.3	-9.0	0.4	0.3	-1.4	0.0	1.0	-1.5	-2.8	0.2	-55.9
Cc1cccc(N(C(=O)c2nsc(Cl)c2Cl)C(C(=O)NC2CCCC2)c2ccc(O)cc2)c1 (stereo unspecified)	-0.3	3.7	2.0	-0.1	-1.6	-1.1	-0.7	-3.6	1.0	-0.4	-0.1
COc1ccc(NC(=O)C2CCN(c3nc(-c4ccc(OC)cc4)no3)CC2)cc1	0.8	-3.4	-0.5	-2.8	-1.2	-0.3	0.7	0.4	-7.4	0.5	4.1
CN(C)CCCNCCNC(=O)/C=N\O	0.5	-0.8	-0.7	15.0	-1.5	-4.1	0.0	-0.1	0.1	0.4	1.3
COc1cc(-c2nc(S(=O)(=O)c3ccc(Cl)cc3)c(N3CCOCC3)o2)cc(OC)c1OC	0.6	-7.2	-0.6	2.4	-1.8	-2.1	1.9	-0.6	0.9	0.0	2.4
CCN(C(=O)CCc1nc(-c2ccc(OC)cc2)no1)c1cc(OC)ccc1OC	-4.6	-0.5	-1.1	-8.2	-1.4	-1.7	-1.1	-1.9	-0.8	-1.3	-0.5
Cc1c(C(O)CN2CCN(Cc3ccc4c(c3)OCO4)CC2)c2ccccc2n1C (stereo unspecified)	-2.3	5.4	-0.3	6.1	-0.9	-3.4	1.0	1.8	0.5	-0.2	-19.2
COc1ccc(C(=O)N2CCCC(CCC(=O)NCc3ccccc3F)C2)c(OC)n1 (stereo unspecified)	-0.7	-4.3	-0.1	-1.0	-0.2	2.7	-1.3	-1.4	1.4	0.0	-4.9
O=C(COc1cccnc1[N+](=O)[O-])NCCc1ccc(Cl)cc1	0.6	-1.2	0.6	-8.6	-2.0	3.4	-0.7	-2.1	0.0	1.6	-1.3
NS(=O)(=O)c1ccc(CCNC(=O)CN2CCN(c3ccc(F)cc3)CC2)cc1	-4.8	-1.3	-1.9	14.7	-2.0	-5.5	-0.7	-3.9	-2.9	-1.6	-0.2
COc1ccc(-c2nc(CS(=O)(=O)CC(=O)NCc3ccc(F)cc3)c(C)o2)cc1	-0.8	5.8	0.3	-6.8	-0.7	-2.2	-2.5	0.6	0.8	-0.3	-7.7
COC(=O)c1ccc(Cn2ccc3ccc(-c4ccc5ccn(C(=O)c6ccccc6)c5c4)cc32)cc1	1.7	13.6	.	-2.3	0.4	-0.7	.	-1.3	.	-0.4	-31.7
CCCCn1c(N)c(N(CC(C)C)C(=O)C2CC(=O)N(c3ccc4c(c3)OCCO4)C2)c(=O)[nH]c1=O (stereo unspecified)	0.5	2.4	0.4	13.9	-1.0	-2.8	0.7	1.4	0.8	-0.1	-6.3
CC1CC(C)CN(S(=O)(=O)c2ccc3c(c2)oc(=O)n3CC(=O)NCCCOC(C)C)C1 (stereo unspecified)	-1.7	-2.0	-0.1	-9.9	-1.6	-0.1	-0.3	-2.3	-1.2	-1.3	-1.4
Cc1ccc(C(=O)NCc2cccnc2)o1	-0.2	2.9	1.2	-0.5	-0.8	-1.4	-1.3	-0.3	0.4	0.2	-3.6
COc1ccc(Nc2nnc(SCC(=O)NC(=O)Nc3ccc4c(c3)OCCO4)s2)cc1	2.7	14.5	0.5	-1.9	-0.5	4.7	0.3	1.0	1.7	0.7	2.0
O=C(NNS(=O)(=O)c1cccc(Cl)c1Cl)c1cccc(S(=O)(=O)N2CCOCC2)c1	0.4	1.6	-0.3	1.1	-0.7	-2.0	-0.9	2.0	2.5	1.0	1.3
COC(=O)[C@]1(Cc2ccccc2)N[C@H](CN(C)C(=O)NC(C)C)[C@@H]2C(=O)N(C)C(=O)[C@@H]21	4.5	-0.5	0.6	2.9	-1.2	0.7	-1.3	-2.0	-0.7	0.6	3.8
CCCCCC(=O)N1C[C@H](O)[C@@H](n2cc(-c3ccc(F)cc3)nn2)C[C@@H]1c1ccc(Cl)cc1	-0.4	3.3	-1.0	-16.0	-1.9	-3.7	0.4	-0.1	-2.7	-0.8	1.6
Cc1ccsc1C(=O)OCC(=O)NCc1ccc(Cl)cc1	1.0	-7.7	1.1	-8.4	0.3	3.3	-1.0	-1.7	2.7	-0.9	2.0
Nn1c(SCC(=O)Nc2ccc(C(=O)O)cc2)nnc1-c1ccco1	2.9	-1.5	.	-1.6	-1.0	0.3	.	-0.8	.	-0.1	0.3
CCCCN(CCCC)S(=O)(=O)c1ccc(N2CCCC2=O)c([N+](=O)[O-])c1	0.5	4.8	-0.3	-5.8	-1.0	-2.8	0.1	-1.0	-1.3	-0.2	-2.7
O=C(CSc1nnnn1-c1ccccc1)Nc1ccc(N2CCOCC2)cc1	-0.8	1.1	0.1	-2.0	0.0	-1.1	-1.2	-0.2	-1.0	0.3	3.5

Bioassay records (PubChem)

Compounds were not picked by outcome; any-hit rate near 7%.
